SRC3 inh: SRC3 coactivator transcriptional activity inhibitors, primary screen, cell-based, luminescence. hit rate 0.17% among 360,000. HEK293 GAL4-SRC3 luciferase reporter. Nuclear receptor coactivator 3 (Homo sapiens), Q9Y6Q9. inhibition, % at 3.6 µM;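 active = inhibition above a per-campaign cutoff, the mean of all compounds plus 3 SD, cut at about 60% in these data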;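 note: 0% = DMSO-treated cells and 100% = gossypol-treated cells at 36 µM; higher means less SRC3-driven luciferase light from the GAL4 reporter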
SRC1 inh: SRC1 coactivator transcriptional activity inhibitors, primary screen, cell-based, luminescence. Nuclear receptor coactivator 1 (Homo sapiens), Q15788. HEK293 GAL4-SRC1 luciferase reporter. inhibition, % at 3.6 µM. hit rate 0.12% among 360,000. AID 588354, 2011;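 active = inhibition above the campaign mean plus 3 SD, with each screening campaign given its own cutoff, cut at about 60% in these data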;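 note: 0% = DMSO treated cells and 100% = gossypol at 36 µM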
C8 TRAIL sens: viability loss with TRAIL in NB7+C8 cells, primary screen, TRAIL sensitizer project, cell-based, ATPlite luminescence. hit rate 1% among 360,000. inhibition (viability loss, TRAIL sensitization), % at 10 µM;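 active = compounds causing at least 50% loss of cell viability in the single-dose screen, relative to plate controls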
CF NFkB inh: inhibitors of PAF-induced NF-kB signaling, primary screen, cell-based, GFP fluorescence, uHTS; AID 588850, 2011; inhibition, % at 5 µM; KKLEB NF-kB-GFP reporter, GFP fluorescence overnight; hit rate 0.86% among 360,000;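 active = at least 50% inhibition at 5 µM, scaled per plate between neutral and stimulator controls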;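 note: PAF is a Pseudomonas aeruginosa culture filtrate used as stimulus; plate controls were PAF-stimulated DMSO wells for no effect and unstimulated DMSO wells for full effect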
SRC2 inh: inhibition of GAL4-SRC2 driven luciferase reporter, primary screen, SRC2 inhibitor project, cell-based, luminescence. hit rate 0.17% among 370,000. inhibition, % at 9 µM. AID 651957, 2012. HEK293 GAL4-SRC2 luciferase reporter;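 active = inhibition above the mean inhibition of all tested compounds plus 3 SD, set per campaign, cut at about 52% in these data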;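 note: 0% = DMSO treated cells and 100% = cells given Gossypol at 36 µM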
NR2F2 inh: NR2F2 transcriptional activity inhibitors, primary screen, cell-based, luciferase reporter, HEK293T, luminescence; COUP transcription factor 2 (Homo sapiens), P24468; HEK293T NGFI-A luciferase reporter; inhibition, % at 8.6 µM; hit rate 0.7% among 370,000;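 active = inhibition above a per-plate cutoff, mean inhibition of test wells between control levels plus 3 SD, cut at about 38% in these data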;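 note: cells cotransfected with COUP-TFII expression vector driving the NGFI-A reporter; 0% = median of COUP-TF2 test wells and 100% = reporter-only cells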
TROY signal inh: inhibitors of TROY-driven NF-kB signaling, primary screen, Q293 LMP1-TROYcd cells, NF-kB luciferase, uHTS | inhibition, % at 10 µM | Q293 LMP1-TROYcd NF-kB luciferase reporter, 4 h | AID 1347056, 2019 | hit rate 0.98% among 360,000;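 active = compounds whose plate-normalised and pattern-corrected inhibition of the luciferase reporter signal at the single screening dose is 50% or more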
NR5A2 inv ag: LRH-1 (NR5A2) inverse agonists, primary screen, cell-based, luminescence, HEK293T, StAR-luciferase reporter | LRH-1 transfected, 24 h | inhibition, % at 3.6 µM | hit rate 0.13% among 360,000;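 active = inhibition above the mean inhibition of all tested compounds plus 3 SD, cut at about 73% in these data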;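 note: 0% = DMSO wells and 100% = reporter-only cells lacking LRH-1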
EBV LMP1 NFkB: EBV LMP1-driven NF-kappaB luciferase reporter inhibitors, primary screen, cell-based, luminescence, single point; LMP1-induced NF-kappaB luciferase reporter cells; inhibition, % at 12.5 µM; hit rate 0.69% among 350,000; in the data active = inhibition above about 41%;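 note: 0% = neutral control wells and 100% = reference inhibitor control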
TWEAK-Fn14 inh: inhibitors of TWEAK-Fn14 signaling, primary screen, luciferase reporter cells, uHTS; TWEAK-stimulated Fn14 reporter cells, luciferase luminescence, 8 h; inhibition, % at 10 µM; hit rate 2% among 360,000; AID 1159606, 2016; in the data active = inhibition above about 50%
KKLEB cytotox: cytotoxicity in KKLEB CF airway cells, primary screen, cytotoxicity control for CF NF-kB inhibitor project, cell-based, uHTS, fluorescence assay plates | activity change (cytotoxicity), % at 5 µM | KKLEB CF airway cells viability, ATPlite luminescence, overnight; hits give low values; cells stimulated with P. aeruginosa culture filtrate | hit rate 0.36% among 360,000 | AID 602141, 2011;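 active = corrected activity change at or below -50% at 5 µM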
An asterisk follows results filed as active; . = not tested or not shown.

SMILES	SRC3 inh	SRC1 inh	C8 TRAIL sens	CF NFkB inh	SRC2 inh	NR2F2 inh	TROY signal inh	NR5A2 inv ag	EBV LMP1 NFkB	TWEAK-Fn14 inh	KKLEB cytotox
NS(=O)(=O)c1ccc(NC(=O)NC2CC(=O)N(c3ccc4c(c3)OCCO4)C2)cc1 (configuration not stated)	4	-11	-4	10	-18	-1	-16	4	2	-4	5
Brc1ccc(C2=Nn3c(Cn4nnc5ccccc54)nnc3SC2)cc1	2	12	5	-2	6	-2	0	-4	.	-7	-2
Cc1cccc(OCC(=O)N(Cc2ccc(F)cc2)C2CCS(=O)(=O)C2)c1C (configuration not stated)	-2	-21	-11	8	1	-1	-9	10	-4	8	18
CCCCCC/C=N/Nc1nnc(Cc2ccc(OC)c(OC)c2)c(=O)[nH]1	9	-1	-19	-6	-2	-3	22	23	2	10	-19
CCOC(=O)C(C)Oc1ccc2c(C)cc(=O)oc2c1C(C)=O (configuration not stated)	-18	-1	-4	7	-2	10	18	0	-2	-7	5
Cc1c(/C=N/Nc2ccc(C(=O)O)cc2)c2ccccc2n1C	-55	-41	-11	-6	-31	-4	-21	-52	-25	-24	2
C[C@@H]1CN([C@H](C)CO)C(=O)c2cc(Br)cnc2O[C@@H]1CN(C)Cc1cncnc1	-1	-10	19	1	8	6	0	6	0	-25	2
CC(C)Cn1c(N)c(C(=O)COC(=O)c2cccc(F)c2)c(=O)n(C)c1=O	17	9	1	-20	9	-12	13	8	9	-25	-6
C=C(C)c1cccc(C(C)(C)NC(=O)N2CCN(c3ccccc3OC)CC2)c1	20	-8	0	14	-16	2	-7	-1	7	20	-1
Cc1ccc2cccc(Oc3ncnc4scc(-c5ccccc5)c34)c2n1	18	-9	1	-10	1	16	-6	-9	-3	27	-5
COc1ccc(C(=O)OCC(=O)NC(=O)NC2CCCC2)cc1OC	-1	-6	-7	-5	7	8	13	-6	7	8	-5
CCc1nc2ccccc2c(=O)n1/N=C/c1ccc(OC)cc1	-12	-41	24	4	-8	-1	0	0	2	-14	0
CCC(=O)N1CCc2cc(S(=O)(=O)CCC(=O)NCc3ccc4c(c3)OCO4)ccc21	8	-5	-8	0	11	9	-12	17	4	-2	-1
O=C1C(Cl)=C(NS(=O)(=O)c2ccc([N+](=O)[O-])cc2)C(=O)c2ccccc21	24	-2	-3	38	-2	18	-24	16	6	23	-1
O=C(N/N=C/c1ccc[nH]1)c1ccccc1OCc1ccccc1Cl	-3	-1	-21	-14	-39	10	13	-9	-3	-38	0
COc1ccc(NC(=O)c2cc(-c3cc(Cl)ccc3C)n[nH]2)c(OC)c1	-3	8	-6	13	10	-9	-10	-19	.	-30	-9
O=C(Nc1nnc(-c2cc(Cl)ccc2Cl)o1)C1=COCCO1	-28	-13	9	-20	-38	-5	-21	-14	-3	-20	12
O=C(CC1Sc2ccccc2NC1=O)NCc1ccccc1 (configuration not stated)	22	-20	-16	8	-19	0	0	8	1	2	-3
O=C(NNC(=O)c1cc2ccccc2cc1O)c1cccs1	-176	-59	6	2	-58	-38	-36	-128	-14	26	2
CCN(C(=O)c1ccc(NC(=O)c2ccco2)cc1)c1ccccc1	13	10	-2	10	-1	13	-20	-1	-7	-8	-3
Cc1ccc(SCc2nn(C)c(Cl)c2C=O)cc1	-30	-41	2	-14	-33	-9	-39	-4	-1	-20	6
COc1ccccc1N1C(=N)S/C(=C\c2ccc(-c3ccccc3C(=O)O)o2)C1=O	12	-17	-7	4	-18	-3	13	-12	1	30	6
N#Cc1ccc(-c2ccc(F)cc2)nc1Oc1ccc(Cl)c(Cl)c1	4	-5	31	32	-23	1	9	-1	-62	-11	-46
NC(=O)c1ccc2c(c1)S(=O)(=O)c1ccccc1C2=O	9	-16	-36	-6	16	-6	-5	-3	-1	-19	-4
Cc1cccc(NC(=O)CSc2cc(C(=O)c3nccn3C)c3ccccc3n2)c1	14	-5	39	40	-32	-11	4	4	13	-5	-54*

Sorted by heavy-atom count (low to high): part of the list above
SMILES	SRC3 inh	SRC1 inh	C8 TRAIL sens	CF NFkB inh	SRC2 inh	NR2F2 inh	TROY signal inh	NR5A2 inv ag	EBV LMP1 NFkB	TWEAK-Fn14 inh	KKLEB cytotox
NC(=O)c1ccc2c(c1)S(=O)(=O)c1ccccc1C2=O	9	-16	-36	-6	16	-6	-5	-3	-1	-19	-4
O=C(Nc1nnc(-c2cc(Cl)ccc2Cl)o1)C1=COCCO1	-28	-13	9	-20	-38	-5	-21	-14	-3	-20	12
N#Cc1ccc(-c2ccc(F)cc2)nc1Oc1ccc(Cl)c(Cl)c1	4	-5	31	32	-23	1	9	-1	-62	-11	-46
Brc1ccc(C2=Nn3c(Cn4nnc5ccccc54)nnc3SC2)cc1	2	12	5	-2	6	-2	0	-4	.	-7	-2
CC(C)Cn1c(N)c(C(=O)COC(=O)c2cccc(F)c2)c(=O)n(C)c1=O	17	9	1	-20	9	-12	13	8	9	-25	-6
Cc1cccc(OCC(=O)N(Cc2ccc(F)cc2)C2CCS(=O)(=O)C2)c1C (configuration not stated)	-2	-21	-11	8	1	-1	-9	10	-4	8	18
Cc1cccc(NC(=O)CSc2cc(C(=O)c3nccn3C)c3ccccc3n2)c1	14	-5	39	40	-32	-11	4	4	13	-5	-54*

Next entries:
SMILES	SRC3 inh	SRC1 inh	C8 TRAIL sens	CF NFkB inh	SRC2 inh	NR2F2 inh	TROY signal inh	NR5A2 inv ag	EBV LMP1 NFkB	TWEAK-Fn14 inh	KKLEB cytotox
O=C(CN1C(=O)NC2(CCCCCC2)C1=O)Nc1cccc(F)c1	22	-2	14	-4	-24	-1	-7	9	-3	8	-1
COc1cccc(Cn2nnc(C(=O)NCc3ccccc3Cl)c2N)c1	2	4	-4	10	-2	-12	-14	-7	-12	-19	-9
CC1(C)C2([N+](=O)[O-])CN3CC1([N+](=O)[O-])CN(C2)C3c1ccc(O)c(O)c1 (configuration not stated)	1	2	5	-12	-17	19	4	9	6	-8	1
c1cc2c3c(cccc3c1)C(N1CCOCC1)=N2	-7	-4	4	-19	7	-18	10	4	-11	-6	-9
CCN1C(=O)[C@H]2[C@H]3CN=C(SCc4ccc(C#N)cc4)N3[C@@](CC)(C(=O)OC)[C@H]2C1=O	2	6	-8	-15	-5	0	5	17	-4	-6	2
C(CCc1nn[nH]n1)CCC1CCCCC1	-4	-12	-10	3	-10	-26	-3	-2	-2	12	8
CC(C)CNC(=O)C1(C)CCCN1C(=O)c1cccnc1 (configuration not stated)	2	8	-9	2	-15	-5	-10	5	.	-2	5
O=C(Nc1ccc2c(c1)OCO2)N1CCN(Cc2ccco2)CC1	-52	-57	73*	5	-35	-44	-17	-127	7	-3	-2
CC(NC(=O)c1ccccc1F)c1nnc(SCC(=O)Nc2nnc(C3CC3)s2)n1C (configuration not stated)	3	-21	6	19	-4	3	5	11	3	4	2
N#CCCCN1C(=O)C(O)(CC(=O)c2ccc3c(c2)OCCO3)c2ccccc21 (configuration not stated)	7	-26	1	9	2	-7	0	14	-11	-9	-4
Cc1ccc2[nH]c(CNC(=O)C3CCCCC3)cc2c1	-10	-35	-16	-14	-49	1	53*	-7	-8	72*	6
O=C(COc1ccc(Br)cc1)N1CCCCCC1	-12	-18	-21	7	-38	-10	-18	-24	-5	-6	4
CCCCCCC(=O)N/N=C/c1ccc(Br)cc1	5	0	-8	-17	-22	-16	-57	10	-8	-23	-23
CC(=O)c1ccc(N2C(=NC(=O)C3CCCO3)SC3CS(=O)(=O)CC32)cc1 (configuration not stated)	15	6	-16	32	5	-10	-11	8	-1	6	-24
CC(Sc1ccc(Cl)cc1)C(=O)NNC(=O)c1ccccc1O (configuration not stated)	-15	-10	13	-1	3	-10	-4	0	12	-13	3
O=C(Nc1cccc2ncccc12)c1ccc(Br)c([N+](=O)[O-])c1	-8	-29	2	11	6	-4	-2	-17	-6	0	-3
CC(C)Cn1c(=O)c2c(c3ccccc31)OC(C)C(=O)N2 (configuration not stated)	-9	-9	4	10	-1	10	-23	20	-1	2	1
Cc1nc(C)c(C(=O)OCC(=O)N(C)c2ccccc2)s1	2	6	-14	-5	-7	-33	-8	6	1	4	1
O=C(CN1CCC(O)(c2ccc3c(c2)OCO3)CC1)NC1CCCCC1	15	-30	4	1	-9	-5	-1	-2	2	-8	1
Cc1cccc(C)c1NC(=O)C1CC2CCC1C2 (configuration not stated)	-3	-2	-6	4	7	17	13	1	11	6	-8

Entries of single compounds, looked up by structure:
Cc1nc(C)c(C(=O)OCC(=O)N(C)c2ccccc2)s1 is listed with SRC3 inh = 2; SRC1 inh = 6; C8 TRAIL sens = -14; CF NFkB inh = -5; SRC2 inh = -7; NR2F2 inh = -33; TROY signal inh = -8; NR5A2 inv ag = 6; EBV LMP1 NFkB = 1; TWEAK-Fn14 inh = 4; KKLEB cytotox = 1
CC1(C)C2([N+](=O)[O-])CN3CC1([N+](=O)[O-])CN(C2)C3c1ccc(O)c(O)c1 (configuration not stated) is listed with SRC3 inh = 1; SRC1 inh = 2; C8 TRAIL sens = 5; CF NFkB inh = -12; SRC2 inh = -17; NR2F2 inh = 19; TROY signal inh = 4; NR5A2 inv ag = 9; EBV LMP1 NFkB = 6; TWEAK-Fn14 inh = -8; KKLEB cytotox = 1

TWEAK-Fn14 inh, entries above that show a hit.
structure	SRC3 inh	SRC1 inh	CF NFkB inh	SRC2 inh	NR2F2 inh	NR5A2 inv ag	EBV LMP1 NFkB	TWEAK-Fn14 inh
Cc1ccc2[nH]c(CNC(=O)C3CCCCC3)cc2c1	-10	-35	-14	-49	1	-7	-8	72*

Source: PubChem (several laboratories)
